Compound activity from PubChem.
XiGFP reactiv: activators of inactive X chromosome reactivation, primary screen, imaging, XiGFP fibroblasts, GFP high-content imaging, set 2; activation, % at 7.58 µM; XiGFP mouse fibroblasts, % GFP-positive cells imaging, 3 d; cells co-treated with 5-aza-dC sensitizer; scaled so ellipticine positive control = 100%; hit rate 0.055% among 360,000;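 active = mean normalized replicate activation at least 10% and every replicate at or above 10%; inconclusive = only one of the two criteria met; inactive = mean below 10% and not all replicates reach 10%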;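 also: 0% = median of on-plate neutral control wells and 100% = ellipticine 6 µM median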
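System: 68-5-11 XiGFP fibroblast line; Timing: 3 days compound exposure; Compound dosing: one concentration, pinned; Benchmarks: positive control ellipticine, 6 µM final; Buffer or medium: DMEM containing 5-aza-dC.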
RAD54 inh: inhibitors of human RAD54 branch migration, primary screen, biochemical, fluorescence, single point. DNA repair and recombination protein RAD54-like (Homo sapiens), Q92698. RAD54 Holliday junction branch migration, FAM/BHQ fluorescence. inhibition, % at 10.4 µM. hit rate 0.14% among 360,000;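 active = mean normalized replicate activity at least 40 and at least half of replicates scoring 40 or more; inconclusive = only one of the two criteria met; inactive = mean below 40 and under half of replicates reaching 40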;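 also: 0% = median of neutral control wells and 100% = median of positive control wells; inhibitors cause a drop in the FAM fluorescence signal; in these data hits start at about 50%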
E-sel inducer: E-selectin induction in HUVECs, primary screen, imaging, HUVEC, immunofluorescence imaging, single point. P16581. normalized: neutral wells 0, TNF-alpha wells 100. activation, % at 7.58 µM. hit rate 0.37% among 260,000. AID 686992, 2013;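 active = mean E-selectin-positive cell signal at least 10% of the positive control, reached in at least 60% of replicates, without over 20% cell loss; inconclusive = no rule given, readout overlaps actives, possibly toxicity-flagged; inactive = the rest, including those meeting only one limit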;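 also: in these data hits start at about 27%; measured in HUVEC primary endothelial cells; signal is the percent of cells scored E-selectin positive by PE staining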
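Assay system: HUVEC primary endothelial cells. Input: 3,000 HUVEC seeded per well. Doses: one compound dose added by pin transfer. Read-out basis: % PE-positive cells. Benchmarks: TNF-alpha high, DMSO low. Detection: immunofluorescence imaging. Buffer or medium: EGM-2, gelatin.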
F508del corr: F508del CFTR correction, initial screen, CFBE line, single point. CFBE cells, YFP halide quenching; stimulated with forskolin plus potentiator P3; % fluorescence drop versus neutral controls. activity (quench increase), % at 7.58 µM. hit rate 0.36% among 350,000. AID 720511, 2013;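 active = mean added fluorescence quench of at least 8% versus neutral control, with both replicates also reaching 8%; inconclusive = only one of the mean or replicate conditions met; inactive = mean below 8% and not both replicates reaching 8%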;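 also: cells transiently co-express mutant CFTR-F508del with the halide-sensitive YFP; corrector assay measuring rescue of mutant channel to the surface after 24 h compound exposure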
GSIS activator: GLuc luminescence reporter in INS-1E cells, primary screen for activators of glucose-dependent secretion of insulin; activation, % at 16.6 µM; INS-1E GLuc reporter insulin secretion, 2-3 h; hit rate 0.61% among 370,000; AID 743287, 2014;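 active = lowest replicate activation of at least 40%, so every replicate reaches that level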;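 also: 0% = median of neutral control wells and 100% = median of IBMX positive control wells; some compounds called inactive have numbers as strong as hits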
RAD52 inh: RAD52 DNA annealing inhibitors, primary screen, biochemical, FRET, single point, set 2; DNA repair protein RAD52 homolog (Homo sapiens), P43351; inhibition, % at 18.7 µM; hit rate 0.46% among 360,000; recombinant RAD52 DNA annealing, FRET fluorescence; AID 651710, 2012;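 active = every replicate showing at least 50% inhibition; inconclusive = mean inhibition at least 50% but not in every replicate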
Target sequence (P43351 whole entry, looked up): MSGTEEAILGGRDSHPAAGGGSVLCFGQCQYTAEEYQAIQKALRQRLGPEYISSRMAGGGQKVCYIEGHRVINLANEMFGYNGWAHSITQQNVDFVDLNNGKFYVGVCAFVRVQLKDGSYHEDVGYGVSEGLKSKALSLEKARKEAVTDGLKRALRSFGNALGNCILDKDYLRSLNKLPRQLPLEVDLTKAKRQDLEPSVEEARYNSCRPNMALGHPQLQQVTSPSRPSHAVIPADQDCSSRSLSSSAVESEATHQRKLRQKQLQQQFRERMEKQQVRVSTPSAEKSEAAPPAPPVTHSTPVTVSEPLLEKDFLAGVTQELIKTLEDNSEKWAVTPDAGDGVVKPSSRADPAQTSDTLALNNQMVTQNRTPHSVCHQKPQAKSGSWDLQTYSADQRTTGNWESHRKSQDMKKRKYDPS
DENV2 CPE: inhibitors of DENV2 cytopathic effect, primary screen, cell-based, plate reader, single concentration. AID 651640, 2012. hit rate 1.7% among 350,000. DENV2-infected cells, cytopathic effect rescue. CPE inhibition, % at 9.99 µM; in the data active = CPE inhibition above about 20%, passing the limit was not always enough; inconclusive = no clear call, values can overlap the other calls; tested in BHK-21 cells;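 also: 0% = median of neutral control wells and 100% = median of positive control wells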
CASP6 VEID inh: human caspase-6 inhibitors, primary screen, biochemical, VEID-R110 fluorescence, single point, set 2 | P55212 | purified caspase-6, Z-VEID-R110 cleavage fluorescence | inhibition, % at 12.5 µM | hit rate 0.53% among 350,000;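 active = mean inhibition across replicates at least about 35%, with every replicate also reaching that limit, limit read from the data; inconclusive = only one of the two criteria met; inactive = neither criterion met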;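 also: 0% = median of neutral control wells and 100% = no fluorescence left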
Target sequence (P55212 24-179 limits assumed): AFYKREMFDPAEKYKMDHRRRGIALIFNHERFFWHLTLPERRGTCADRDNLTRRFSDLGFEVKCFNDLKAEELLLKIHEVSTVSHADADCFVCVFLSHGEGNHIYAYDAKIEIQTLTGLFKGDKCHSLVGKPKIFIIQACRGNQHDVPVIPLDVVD
Target sequence (P55212 194-293 limits assumed): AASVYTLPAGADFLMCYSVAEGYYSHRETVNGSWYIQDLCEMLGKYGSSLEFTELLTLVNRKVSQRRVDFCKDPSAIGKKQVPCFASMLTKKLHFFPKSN
* hit, by the source's call; ? = inconclusive; . = no result given; & = joins results of further samples.

SMILES | XiGFP reactiv | RAD54 inh | E-sel inducer | F508del corr | GSIS activator | RAD52 inh | DENV2 CPE | CASP6 VEID inh
COC(=O)/C(C#N)=C/c1c(N2CCN(c3cccc(Cl)c3)CC2)nc2c(C)cccn2c1=O | 0.0 | -4 | -0.1 | 1.6 | -2 | -49 | -4 | -2
O=C(NS(=O)(=O)c1ccc(Cl)cc1)c1ccccc1 | 0.0 | -25 | 4.3 | 0.1 | 39 | -14 | . | 0
COC(=O)c1ccc(/C=N/N2CCN(Cc3ccc(Cl)cc3)CC2)cc1 | -0.1 | -9 | . | -0.2 | 4 | -3 | -2 | -1
Cc1ccc(S(=O)(=O)N2CCOCC2)cc1NC(=O)CSc1nnc(C2CC2)n1C1CC1 | -0.1 | 4 | 0.1 | 1.4 | 0 | 0 | -8 | -1
COc1cccc(S(=O)(=O)Nc2ccc3c(c2)[C@H]2C[C@@H](CC(=O)NCC(F)(F)F)O[C@@H](CO)[C@H]2O3)c1 | 0.5 | -7 | 0.8 | -1.6 | 0 | -3 | 12 | -2
C[C@H]1CN([C@@H](C)CO)C(=O)c2cc(-c3ccc(F)cc3)cnc2O[C@H]1CN(C)S(C)(=O)=O | 0.0 | 4 | -0.1 | -3.2 | -5 | -7 | 0 | 4
COC(C[C@H](O)[C@H](C)[C@H](O)COCc1ccccc1)OC | 0.2 | 2 | -0.1 | 3.5 | 6 | -6 | ? | -3
Cc1noc(C)c1S(=O)(=O)Nc1ccc2c(c1)C(=O)N([C@H](C)CO)C[C@@H](C)[C@@H](CN(C)S(=O)(=O)c1ccccc1)OCCCC[C@H](C)O2 | 0.0 | 0 | 0.3 | 0.7 | -16 | -57 | -7 | 0
O=C(Nc1ccc([N+](=O)[O-])cc1)N1CCCCC1 | -0.2 | . | -0.3 | -1.6 | -9 | -2 | -5 | -3
COC(=O)c1ccc(NC(=O)c2cc[n+](Cc3ccccc3)cc2)cc1 | 0.2 | 9 | . | 3.5 | -8 | -9 | 1 | -2
CC(C)c1ccc(CC(=O)N2CCC2(C)C(=O)NS(=O)(=O)c2ccc(F)cc2F)cc1 (centres undefined) | -0.1 | -9 | -0.2 | 1.0 | 6 | -17 | 0 | 1
CC(=O)c1cccc(-c2ccc3c(=O)[nH]c(Nc4ccccc4)cc3c2)c1 | 0.0 | -22 | 0.0 | 3.6 | -19 | -9 | 4 | 95*
CCOC(=O)CCNC(=O)N1CCCC(N(C)CCc2ccccc2)C1 (centres undefined) | 0.2 | 5 | . | . | . | -11 | 0 | -11
CNC(=O)c1c(NC(=O)c2ccc(S(=O)(=O)N(C)c3ccccc3)cc2)sc2c1CCN(C(C)C)C2 | 1.6 | . | -0.1 | 4.9 | -3 | -184 | 96* | -2
O=C(CNC(=O)c1ccc(Br)o1)NNC(=O)COc1ccccc1Cl | 1.3 | -3 | 1.1 | 1.6 | 13 | -11 | -2 | 1
CC(C=Cc1ccccc1)=NNS(=O)(=O)c1ccc([N+](=O)[O-])cc1 | 0.0 | 10 | -0.1 | 0.4 | -17 | -9 | -5 | 2
CN(C)S(=O)(=O)c1cc(NC(=O)COC(=O)CC2CC3CCC2C3)ccc1Cl (centres undefined) | 0.0 | 4 | . | 1.6 | -18 | -8 | -2 | 6
CC1CCCC(C)N1C(=O)COC(=O)CNC(=O)c1ccccc1F (centres undefined) | 0.0 | 1 | . | 0.8 | 17 | -5 | -1 | 2
COc1ccc(-c2cnc3c(c2)C(=O)N([C@H](C)CO)C[C@H](C)[C@H](CN(C)C(=O)C2CCOCC2)O3)cc1 | -1.0 | 5 | -0.3 | 0.2 | 12 | 15 | 0 | -1
Nc1ccc2c(c1)C(=O)c1ccc(Cl)cc1-2 | 0.3 | 11 | 1.1 | 1.3 | . | -13 | 5 | -5
CO[C@@H]1CN(C)C(=O)c2cc(NC(=O)Nc3ccc(Cl)c(Cl)c3)ccc2OC[C@H](C)NC[C@@H]1C | 0.1&0.0 | 27 | 1.6 | -0.5 | -6&2 | 52* | . | .
COc1ccc2c3c([nH]c2c1)[C@H](CO)NCC31CN(C(=O)C2CC2)C1 | 0.4 | . | -0.1 | -1.0 | 17 | 12 | 5 | 0
O=S(=O)(c1ccc(F)cc1)N1CCc2ccccc2C1 | 0.1 | -7 | -2.2 | 1.3 | -11 | 3 | 1 | -4
C[C@@H]1CCCCO[C@H](CN(C)C(=O)C2CCCCC2)[C@H](C)CN([C@@H](C)CO)C(=O)c2cc(NC(=O)C3CCCCC3)ccc2O1 | -0.9 | -4 | 0.1 | -2.9 | -30 | 15 | -6 | 1
O=C(COC(=O)c1ncc(Cl)c(Cl)c1Cl)NCc1cccs1 | 0.0 | 1 | -0.1 | -3.0 | 7 | -3 | -4 | 1
NS(=O)(=O)c1ccc(NC(=O)c2ccc(CNS(=O)(=O)c3cc(C(F)(F)F)ccc3Cl)cc2)cc1 | 0.0 | 3 | 0.3 | 4.8 | . | -11 | 1 | -1
O=C(/C=C/c1ccc(N2CCOCC2)cc1)c1ccccc1 | 0.1 | . | . | 0.7 | -1 | -121 | -3 | 7
CCOc1ccc(NC(=O)/C=C/c2ccccc2)c([N+](=O)[O-])c1 | 0.4 | . | 1.4 | . | -4 | -200 | 1 | 2
CC(C)C#Cc1cnc2c(c1)C(=O)N([C@H](C)CO)C[C@@H](C)[C@@H](CN(C)Cc1ccccn1)O2 | -0.2 | -4 | 0.0 | -0.5 | 1 | -11 | 1 | 1
O=C(Nc1cccc(F)c1)N1CCCC(CNS(=O)(=O)Cc2ccccc2)C1 (centres undefined) | 0.0 | . | . | 2.4 | 5 | -1 | 3 | 12
CC(=O)c1cccc(NC(=O)/C(=C/c2ccco2)NC(=O)c2ccco2)c1 | 0.2 | 2 | -0.1 | 3.5 | -14 | -41 | -7 | .
Cc1cc(C(=O)Nc2cccc3c2O[C@H](CN(C)Cc2ccc4c(c2)OCO4)[C@H](C)CN([C@@H](C)CO)C3=O)n(C)n1 | 0.4 | -1 | -10 | -1.6 | 4 | -1 | 8 | 2
C[C@@H]1CN([C@@H](C)CO)C(=O)c2cc(NS(=O)(=O)c3cccs3)ccc2O[C@@H](C)CCCCO[C@H]1CN(C)Cc1ccncc1 | -0.2 | -3 | 0.0 | -0.4 | 4 | 3 | -3 | 2
CCn1cc(C(=O)N[C@H](C(=O)NCCO)C(C)C)c(=O)c2cc3c(cc21)OCO3 | 0.0 | 7 | -0.2 | 1.6 | 5 | -6 | -6 | -2
COc1ccc(C2C(C(=O)c3ccc(C)o3)=C(O)C(=O)N2Cc2ccco2)cc1OC (centres undefined) | 0.2 | 18 | -0.7 | 1.4 | -37 | -2 | -3 | 3
COc1ccc(NC(=O)Nc2ccc(Br)cn2)cc1OC | . | -15 | . | . | 4 | 7 | . | 4
COC(=O)[C@H](Cc1ccccc1)NC(=O)N1CCN(c2ccc(F)cc2)CC1 | 0.0 | 0 | 0.1 | -0.5 | -3 | -1 | 1 | 3
O=S(=O)(c1cccc2cccnc12)N1CCCCC1 | 0.0 | -4 | -0.3 | -2.0 | -3 | 2 | -7 | 1
Cc1ccc(NC2=C(Cl)C(=O)OC2OC(C)C)cc1 (centres undefined) | 0.0 | . | . | -0.2 | 3 | -3 | 7 | 1
COc1ccccc1NC(=O)C1CCN(C(=O)NCc2ccccc2)CC1 | 0.3 | 3 | . | 2.7 | -1 | -10 | ? | 0
CC(C(=O)Nc1ccccc1-c1ccccc1)N1CCN(Cc2ccccc2)CC1 (centres undefined) | 0.1 | . | -0.1 | -3.7 | -15 | 1 | 0 | 1
O=[N+]([O-])c1ccc(-c2nc(C(Cl)Cl)c3ccccc3n2)cc1 | 0.6 | -6 | 0.0 | -1.8 | 1 | -11 | -18 | 0
Cc1nn(CCS(=O)(=O)c2ccc(Cl)cc2)c(C)c1Br | 0.2 | -7 | 78* | -0.8 | 11 | -11 | 12 | -1
CC1CN(C(=O)CSc2nnc(-c3ccccc3)o2)CC(C)O1 (centres undefined) | 0.0 | 3 | -0.6 | 0.5 | 24 | -6 | -5 | 1
O=C(NC1CCCCCC1)C1c2ccccc2C(=O)N1Cc1cccs1 (centres undefined) | 0.2 | -6 | . | 0.6 | 5 | 7 | 6 | -3
COC(CNC(=O)c1ccc2c3c(onc13)-c1ccccc1C2=O)OC | 0.0 | 15 | 0.1 | 0.2 | . | -29 | -9 | 50*
CC(C)(C)CC(=O)Nc1nn[nH]n1 | 0.0 | . | -0.5 | -0.6 | -5 | -2 | 1 | 1
CC[N+]1(CC)CC2=Cc3ccccc3CC2C1 (centres undefined) | 0.3 | -28 | 3.2 | 14* | -20 | -14 | 4 | -5
OCC1(CC2CCCCO2)CCN(Cc2nc3ccccc3[nH]2)CC1 (centres undefined) | 0.1 | 8 | 2.5 | -2.2 | -5 | -20 | 2 | 2
O=C(OCc1nnc(-c2ccccc2)o1)c1cccc(S(=O)(=O)N2CCOCC2)c1 | 0.1 | -11 | . | -3.8 | 16 | -14 | 0 | 1
COc1ccccc1C(=O)NC(=O)OCCn1c(C)cnc1[N+](=O)[O-] | 0.4 | . | . | 0.6 | 8 | -12 | -3 | 2
CN(C)C(=O)c1cccc(-c2ccc3c(c2)[C@H]2[C@H](CCN2C(=O)c2cccnc2)[C@H](CO)N3)c1 | 0.0 | -16 | -0.1 | -0.6 | -9 | . | -11 | .
O=S(=O)(CC(O)CS(=O)(=O)c1ccc(Cl)cc1)c1ccccc1 (centres undefined) | 0.2 | . | 0.1 | -2.8 | 1 | 4 | 4 | 3
COc1ccccc1C(=O)NNC(=O)CN(C)S(=O)(=O)c1ccc(Cl)cc1 | 0.1 | 2 | -0.1 | -3.8 | -1 | -16 | 6 | -2
Cc1ccc(OCc2nc3ccccc3n2C(C(=O)NC(C)(C)C)c2ccccc2)cc1 (centres undefined) | . | . | -1.1 | -2.2 | -24 | -14 | -4 | -3
COc1cccc(CN2CC(C(=O)N(C)CCc3ccccc3)CCC2=O)c1 (centres undefined) | 0.0 | -5 | . | -1.5 | 10 | 3 | 2 | -1
CCN(CC)CCNC(=O)c1sc2ncn(CC(=O)Nc3ccc(C)c(Cl)c3)c(=O)c2c1C | 0.1 | . | 1.4 | 0.2 | 2 | -3 | 2 | -9
CN1CCN(CCC=C2c3ccccc3Sc3ccc(S(=O)(=O)N(C)C)cc32)CC1 | -0.1 | 2 | 0.0 | 0.3 | . | 49 | -7 | -4
